Bioassay records: PubChem BioAssay, The Scripps Research Institute Molecular Screening Center
PAFAH1B2 FP inh – PAFAH1B2 enzyme inhibitors, primary screen, biochemical, fluorescence polarization, human; Platelet-activating factor acetylhydrolase IB subunit alpha2 (Homo sapiens), P68402; recombinant PAFAH1B2, FP-rhodamine activity probe; inhibition, % at 3.39 µM; 340,000 compounds, 1.2% hits;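 active = inhibition above the mean of all tested compounds plus 3 SD, cut at about 24% in these data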;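 also: 0% = enzyme with DMSO and 100% = wells lacking PAFAH1B2; many of its hits are not listed in these tables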
pPAFAH FP inh – pPAFAH enzyme inhibitors, primary screen, biochemical, fluorescence polarization, human; Platelet-activating factor acetylhydrolase (Homo sapiens), Q13093; recombinant pPAFAH, FP-rhodamine probe fluorescence polarization; inhibition, % at 3.39 µM; 330,000 compounds, 1.5% hits; AID 463082, 2010;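 active = inhibition above the mean inhibition across the screen plus 3 SD, cut at about 25% in these data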;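 also: inhibitors block binding of the rhodamine activity-based probe so polarization drops; 0% = enzyme with DMSO and 100% = wells lacking pPAFAH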
Target sequence (Q13093 whole entry, looked up): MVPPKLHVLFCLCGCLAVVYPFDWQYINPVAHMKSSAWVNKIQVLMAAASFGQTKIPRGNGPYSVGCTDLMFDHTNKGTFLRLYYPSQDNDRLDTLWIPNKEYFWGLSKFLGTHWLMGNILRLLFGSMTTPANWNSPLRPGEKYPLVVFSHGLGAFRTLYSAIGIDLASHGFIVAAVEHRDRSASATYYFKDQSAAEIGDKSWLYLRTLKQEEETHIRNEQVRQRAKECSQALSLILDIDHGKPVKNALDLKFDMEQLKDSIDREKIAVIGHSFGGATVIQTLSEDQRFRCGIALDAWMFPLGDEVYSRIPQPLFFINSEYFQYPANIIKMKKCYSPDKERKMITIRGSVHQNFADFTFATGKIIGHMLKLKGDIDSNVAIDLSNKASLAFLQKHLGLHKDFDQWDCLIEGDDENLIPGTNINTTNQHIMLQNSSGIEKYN
PME-1 inh – PME-1 inhibitors via competitive probe labeling, primary screen, biochemical, fluorescence polarization, FP-Rh probe, HTS. inhibition, % at 5.9 µM. Protein phosphatase methylesterase 1 (Homo sapiens), Q9Y570. recombinant PME-1. AID 2130, 2009. 320,000 compounds, 0.53% hits;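 active = inhibition above the campaign mean of all compounds plus 3 SD, cut at about 26% in these data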;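 also: competitive labeling of PME-1 active site by serine hydrolase directed probe; 0% = PME-1 with DMSO and 100% = wells lacking PME-1 enzyme; inhibitors block probe labeling so polarization falls and inhibition rises; many of its hits are not listed in these tables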
Target sequence (Q9Y570 whole entry, looked up): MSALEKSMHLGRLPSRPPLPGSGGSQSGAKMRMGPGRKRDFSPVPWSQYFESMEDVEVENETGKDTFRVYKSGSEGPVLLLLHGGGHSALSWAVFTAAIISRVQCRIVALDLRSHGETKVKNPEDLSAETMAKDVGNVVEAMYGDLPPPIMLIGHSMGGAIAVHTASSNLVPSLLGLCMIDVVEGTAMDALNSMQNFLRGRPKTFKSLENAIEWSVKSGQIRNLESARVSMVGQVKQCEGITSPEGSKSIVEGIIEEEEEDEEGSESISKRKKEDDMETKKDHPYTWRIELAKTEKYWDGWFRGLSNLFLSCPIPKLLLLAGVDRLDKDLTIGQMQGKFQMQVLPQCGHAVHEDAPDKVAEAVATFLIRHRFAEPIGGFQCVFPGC
PAFAH1B3 FP inh – PAFAH1B3 enzyme inhibitors, primary screen, biochemical, fluorescence polarization, human | Platelet-activating factor acetylhydrolase IB subunit alpha1 (Homo sapiens), Q15102 | recombinant PAFAH1B3, FP-rhodamine probe | 340,000 compounds, 0.28% hits | inhibition, % at 3.39 µM;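 active = inhibition above the screen-wide average of all tested compounds plus 3 SD, cut at about 25% in these data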;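 also: 0% = enzyme with DMSO only and 100% = wells lacking PAFAH1B3 protein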
PAFAH2 FP inh – PAFAH2 enzyme inhibitors, primary screen, biochemical, fluorescence polarization, human; 340,000 compounds, 0.99% hits; Platelet-activating factor acetylhydrolase 2, cytoplasmic (Homo sapiens), Q99487; AID 492956, 2010; inhibition, % at 3.39 µM; recombinant PAFAH2, FP-rhodamine activity probe;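 active = inhibition above the mean over all tested compounds plus 3 SD, cut at about 30% in these data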;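 also: inhibitors block probe labeling of enzyme so polarization drops; 0% = enzyme with DMSO and 100% = wells lacking PAFAH2 protein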
GSTO1 counter – inhibitors of recombinant GSTO1, primary screen, counter-screen for RBBP9 inhibitor project, biochemical, fluorescence polarization | Glutathione S-transferase omega-1 (Homo sapiens), P78417 | activity-based probe fluorescence polarization | inhibition, % at 5.96 µM | 300,000 compounds, 1.1% hits;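 active = inhibition above the campaign mean inhibition plus 3 SD, cut at about 35% in these data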;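 also: 0% = GSTO1-1 with DMSO and 100% = wells lacking GSTO1-1 enzyme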
PAD4 inh – human PAD4 inhibitors, primary screen, biochemical, fluorescence polarization, 1536-well format. recombinant PAD4, RCA probe fluorescence polarization. inhibition, % at 6.36 µM. 330,000 compounds, 0.41% hits. AID 485272, 2010;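 active = percent inhibition above a cutoff equal to the mean of all tested compounds plus 3 SD, cut at about 15% in these data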;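 also: 0% = PAD4 with RCA probe and DMSO and 100% = probe without PAD4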
LYPLA1 counter – LYPLA1 inhibitors, primary screen, counter-screen for PME1 inhibitor project, biochemical, fluorescence polarization, FP-Rh probe ABPP. recombinant LYPLA1. 320,000 compounds, 0.16% hits. inhibition, % at 5.9 µM;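 active = inhibition above the mean of all tested compounds plus 3 SD, set per campaign, cut at about 14% in these data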;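 also: inhibitors block serine hydrolase probe labeling of LYPLA1 so polarization falls; 0% = enzyme with DMSO and 100% = wells lacking LYPLA1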
Fam108B counter – mouse Fam108B serine hydrolase inhibitors, primary screen, counter-screen for RBBP9 inhibitor project, biochemical, fluorescence polarization; recombinant Fam108B, FP-Rh probe fluorescence polarization; inhibition, % at 9.51 µM; 300,000 compounds, 0.33% hits; AID 1947, 2009;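 active = inhibition above the screen mean inhibition plus 3 SD, computed separately per campaign, cut at about 18% in these data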;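 also: inhibitors lower polarization as less probe binds the enzyme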
Active calls of the source: *; . = not tested or not shown; & = joins results of further samples. Some of the compounds tested, so the mix of outcomes need not match the whole.

The first four entries (preview)
1: CCN1CCN(c2cc3c(nn2)Oc2ccccc2N3C)CC1
2: Cc1cccc(C)c1NC(=O)CN(C)C(=O)c1ccccc1Cc1ccccc1
3: CN(CC(=O)NCCN1CCOCC1)S(=O)(=O)c1ccc(F)cc1
4: Cc1ccc(S(=O)(=O)c2cnc(-c3ccccc3)nc2N2CCN(C)CC2)cc1
assay / entry,1,2,3,4
PAFAH1B2 FP inh,1,5,-1,7
pPAFAH FP inh,5,1,5,5
PME-1 inh,2,0,1,6
PAFAH1B3 FP inh,3,9,-1,-4
PAFAH2 FP inh,-2,5,-1,1
GSTO1 counter,6,-3,1,5
PAD4 inh,-2,2,2,0
LYPLA1 counter,1,2,-1,0
Fam108B counter,-2,-3,1,3

All compounds of this part, repeating the preview:
1: CCN1CCN(c2cc3c(nn2)Oc2ccccc2N3C)CC1
2: Cc1cccc(C)c1NC(=O)CN(C)C(=O)c1ccccc1Cc1ccccc1
3: CN(CC(=O)NCCN1CCOCC1)S(=O)(=O)c1ccc(F)cc1
4: Cc1ccc(S(=O)(=O)c2cnc(-c3ccccc3)nc2N2CCN(C)CC2)cc1
5: CC(=O)c1ccc(NC(=O)CN2CCC(NC(=O)C3CCCCC3)CC2)cc1
6: COCCn1cnc2c1c(=O)n(CC(=O)OCC#N)c(=O)n2Cc1ccccc1
assay / entry,1,2,3,4,5,6
PAFAH1B2 FP inh,1,5,-1,7,7,-1
pPAFAH FP inh,5,1,5,5,4,1
PME-1 inh,2,0,1,6,-9,-1
PAFAH1B3 FP inh,3,9,-1,-4,1,1
PAFAH2 FP inh,-2,5,-1,1,-1,3
GSTO1 counter,6,-3,1,5,1,-1
PAD4 inh,-2,2,2,0,-3,-6
LYPLA1 counter,1,2,-1,0,-4,-2
Fam108B counter,-2,-3,1,3,-3,0

7: Cc1nc2ncnn2c(C)c1CCC(=O)N1CCc2ccccc2C1
8: O=C(NCc1ccco1)c1ccc(Cl)c(S(=O)(=O)Nc2ccccc2)c1
9: O=C(Oc1ccc(Cl)cc1N1C(=O)CCC1=O)c1ccco1
10: O=C(Nc1cccc(S(=O)(=O)C(F)F)c1)c1ccc(Cl)c(S(=O)(=O)N2CCOCC2)c1
11: O=C(COc1ccccc1)NNC(=O)c1cc2ccccc2o1
12: CCc1ccc2ncc(C(=O)c3ccccc3)c(N3CCOCC3)c2c1
assay / entry,7,8,9,10,11,12
PAFAH1B2 FP inh,5,-3,0,-4,2,6
pPAFAH FP inh,4,22,1,-2,5,-1
PME-1 inh,1,-2,-2,-8,1,-5
PAFAH1B3 FP inh,9,8,-1,-1,11,-2
PAFAH2 FP inh,4,-6,-7,-1,2,4
GSTO1 counter,2,-11,8,-8,1,-3
PAD4 inh,1,0,2,-8,-2,-1
LYPLA1 counter,0,-2,0,-13,1,0
Fam108B counter,2,0,-1,-5,-1,1

13: CN1CCC(=NNC(=O)CN(c2ccc([N+](=O)[O-])cc2)S(=O)(=O)c2ccccc2)CC1
14: Cc1cc(C)c2nc(C(F)(F)F)nc(N3CC(C)OC(C)C3)c2c1 (centres undefined)
15: Fc1ccccc1CNc1ccc(Cl)cc1
16: Cc1noc(/C=C/N(C)C)c1S(=O)(=O)N(C)CC(=O)NC1CCCCC1
17: CCOc1ccc(N(CC(=O)NCC2CCCO2)C(=O)CCC(=O)Nc2nccs2)cc1 (centres undefined)
18: COc1ccc(N2CCN(C(=O)c3ccc(S(=O)(=O)N4CCOCC4)cc3)CC2)cc1
assay / entry,13,14,15,16,17,18
PAFAH1B2 FP inh,5,1,0,1,2,3
pPAFAH FP inh,-3,-2,6,-1,3,2
PME-1 inh,-8,0,-1,-2,3,-2
PAFAH1B3 FP inh,2,1,15,-7,-2,6
PAFAH2 FP inh,-2,0,1,-11,-8,-14
GSTO1 counter,8,-4,1,9,-1,6
PAD4 inh,-2,2,-8,-2,-2,-5
LYPLA1 counter,-3,-3,-3,-3,-2,0
Fam108B counter,-1,1,-2,4,-3,-1

19: CCOC(=O)c1[nH]c2ccc(Br)cc2c1NC(=O)CCN1CCCC(C)C1 (centres undefined)
20: O=C(Nc1ccccc1Cl)ON=C1c2ccccc2-c2ccccc21
21: O=C(c1ccc(Cl)cc1)N1CCC(O)(CSc2ccccc2)CC1
22: COc1ccc2nc(C)cc(N3CCC(C(N)=O)CC3)c2c1
23: COCCNC(=O)C1Cc2cc(S(=O)(=O)N3CCCC3)ccc2N1C(C)=O (centres undefined)
24: O=C(OCc1nnc(-c2ccc(Cl)cc2)o1)c1ccc(O)cc1
assay / entry,19,20,21,22,23,24
PAFAH1B2 FP inh,.,3,0,0,7,1
pPAFAH FP inh,2,-5,0,6,10,7
PME-1 inh,-5,-12,-2,2,-2,-6
PAFAH1B3 FP inh,.,26*,5,7,20,2
PAFAH2 FP inh,.,-1,5,-15,15,75*
GSTO1 counter,-5,2,6,-2,-10,-9
PAD4 inh,-2,0,-4,-2,-4,2
LYPLA1 counter,-2,-5,-1,6,-2,2
Fam108B counter,-1,2,1,0,1,-5

25: O=C(Nc1ccc(S(=O)(=O)N2CCCCC2)cc1)c1ccc(CN2CCc3ccccc3C2)cc1
26: COc1ccccc1-c1coc2cc(O)cc(O)c2c1=O
27: Cc1cc(Cl)ccc1NC(=O)CN1C(=O)NC2(CCCC2)C1=O
28: COc1ccc(NC(=O)CC2SC(=Nc3ccccc3)NC2=O)cc1 (centres undefined)
29: Cc1ccc(-n2nc(C)c3c2OC(N)=C(C#N)C3c2ccc(F)cc2)cc1 (centres undefined)
30: O=c1/c(=C/c2ccc(O)cc2)sc2nc3cc(Br)cnc3n12
assay / entry,25,26,27,28,29,30
PAFAH1B2 FP inh,-4,4,3,4,2,.
pPAFAH FP inh,-21,4,-1,3,10,8
PME-1 inh,-52,-2,-6,-2,5,2
PAFAH1B3 FP inh,-4,-1,7,5,3,.
PAFAH2 FP inh,-11,4,9,-5,4,.
GSTO1 counter,-22,5,-1,14,42*,6
PAD4 inh,-6,5,6,-3,43*,2
LYPLA1 counter,-29,-1,1,-1,3,2
Fam108B counter,-30,-4,2,-2,6,8

31: COc1ccc(OCC(O)CNC(=O)c2sccc2Cl)cc1 (centres undefined)
32: CCOCc1c(C(=O)NC2=Nc3ccccc3NC(CC)=C2C(=O)OCC)oc2ccccc12
33: COc1ccccc1N(C)S(=O)(=O)c1ccc(C)c(C(=O)NCc2ccccn2)c1
34: CCCCOc1ccc(S(=O)(=O)n2c(C)nc3ccccc32)cc1
35: CCOC(=O)c1c(C)[nH]c(C(=O)OCC(=O)c2ccccc2)c1C
36: O=C(Nc1ccc(OC(F)(F)F)cc1)c1ccccc1-n1cnnn1
assay / entry,31,32,33,34,35,36
PAFAH1B2 FP inh,2,2,0,-2,5,4
pPAFAH FP inh,0,2,7,6,4,0
PME-1 inh,3,-1,-2,0,-13,.
PAFAH1B3 FP inh,-1,0,-1,3,2,6
PAFAH2 FP inh,-4,-5,1,3,0,-1
GSTO1 counter,1,-29,.,-9,-5,.
PAD4 inh,2,4,-3,-4,-1,4
LYPLA1 counter,-1,-7,0,-1,-4,.
Fam108B counter,3,-5,.,-2,-1,.

37: CC(C)C[C@@H](CC#N)N1CCN(CCc2ccccc2)CCC1=O
38: Cc1ccc(NCCC(=O)c2ccc(Cl)c(Cl)c2)cc1
39: COc1ccc(-c2nnc3ccc(SC)nn23)cc1
40: COc1ccc(Cn2nnnc2C(c2cc3cccc(C)c3[nH]c2=O)N2CCN(C)CC2)cc1 (centres undefined)
41: CN1CCN(Cc2nc3ccccc3n2C)CC1CCO (centres undefined)
42: COCCn1c(SCC(=O)N2CCOCC2)nnc1-c1ccncc1
assay / entry,37,38,39,40,41,42
PAFAH1B2 FP inh,5,0,3,29*,-1,0
pPAFAH FP inh,3,4,4,6,4,7
PME-1 inh,-1,1,4,6,3,-7
PAFAH1B3 FP inh,-2,1,4,-1,12,5
PAFAH2 FP inh,4,-2,0,-4,-3,-5
GSTO1 counter,3,-11,2,4,10,1
PAD4 inh,-1,1,4,6,0,-4
LYPLA1 counter,-1,3,6,-2,1,4
Fam108B counter,3,0,0,-3,-1,-3

43: CCCOC(=O)c1ccc(NC(=O)CSC2=Nc3ccccc3C3CC=NN23)cc1 (centres undefined)
44: O=C1NC(c2ccccc2)=C(c2nc3ccccc3s2)C(c2ccccc2)N1 (centres undefined)
45: CC1C2C(C)N(C)C(=O)N(C)C2N(C)C(=O)N1C (centres undefined)
46: CC(=O)Nc1c(N)c2ccccc2oc1=O
47: CC(=O)Nc1cccc(NC(=O)CCc2ccccc2)c1
48: Cc1cccc(/C=N/NC(=O)Cn2nnnc2N)n1
assay / entry,43,44,45,46,47,48
PAFAH1B2 FP inh,-7,2,-3,4,4,4
pPAFAH FP inh,-10,14,2,3,5,-3
PME-1 inh,-5,6,1,-4,-1,0
PAFAH1B3 FP inh,1,9,-5,10,-1,8
PAFAH2 FP inh,-18,13,-7,4,3,4
GSTO1 counter,1,-1,-2,5,-14,9
PAD4 inh,7,-1,3,-2,-2,1
LYPLA1 counter,-7,-6,5,-2,4,-1
Fam108B counter,-8,-2,2,1,-1,1

49: COCCNC(=O)c1c[nH]c2ccc(S(=O)(=O)Nc3ccc(F)cc3F)cc2c1=O
50: COc1ccc(C(CNC(=O)Cn2c(=O)oc3ccccc32)N(C)C)cc1 (centres undefined)
51: Cc1cccc(N2CC(C(=O)OCc3ccc([N+](=O)[O-])cc3)CC2=O)c1 (centres undefined)
52: Clc1ccc2nsnc2c1NC1=NCCN1
assay / entry,49,50,51,52
PAFAH1B2 FP inh,1,7,4,3&2
pPAFAH FP inh,1,0,0,3&6
PME-1 inh,-12,1,6,-3&2
PAFAH1B3 FP inh,7,12,2,4&0
PAFAH2 FP inh,5,-1,0,-2&1
GSTO1 counter,7,4,0,8&4
PAD4 inh,-15,-3,3,1&0
LYPLA1 counter,4,0,1,-1&0
Fam108B counter,2,6,1,1&-1
